# Bioassay records: PubChem, National Center for Advancing Translational Sciences (NCATS)
# FLuc counter: firefly luciferase modulation, counter-screen for miR-21 project; purified FLuc, Km substrates, luminescence inhibition; Potency, µM (doses to about 57.5 µM), without a hit: at the top dose activity change, negative = inhibition, hits mostly inhibitors; 360,000 tested, 6.9% active; AID 588342; active = well fitted inhibition curve with a large enough effect; inconclusive = small, poorly fitted or top-dose-only effect;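 also: plate controls were vehicle for no effect and reference inhibitor for full effect; nearly all actives have a fitted effect of over 55% in size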
# Target sequence (P08659 whole entry, looked up): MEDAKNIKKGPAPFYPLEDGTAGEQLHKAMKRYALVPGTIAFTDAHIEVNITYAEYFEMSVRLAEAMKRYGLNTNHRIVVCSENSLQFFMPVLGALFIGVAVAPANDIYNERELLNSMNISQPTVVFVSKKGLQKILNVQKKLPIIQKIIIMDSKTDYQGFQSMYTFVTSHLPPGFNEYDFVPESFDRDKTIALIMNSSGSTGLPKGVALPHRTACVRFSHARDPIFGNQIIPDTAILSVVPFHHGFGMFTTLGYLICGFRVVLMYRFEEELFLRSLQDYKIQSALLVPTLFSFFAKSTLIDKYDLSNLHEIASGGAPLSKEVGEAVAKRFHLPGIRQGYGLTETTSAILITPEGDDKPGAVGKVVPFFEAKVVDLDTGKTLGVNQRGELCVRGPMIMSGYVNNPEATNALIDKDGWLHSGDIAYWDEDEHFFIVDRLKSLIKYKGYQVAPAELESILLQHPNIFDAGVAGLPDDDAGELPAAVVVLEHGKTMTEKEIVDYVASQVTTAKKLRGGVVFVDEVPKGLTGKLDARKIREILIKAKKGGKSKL
#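 Biochemical qHTS of compounds, final roughly 60 µM downward over six points, against 10 nM purified firefly luciferase using Km concentrations of substrates (10 uM D-luciferin, 10 uM ATP) in Tris acetate pH 7.5 buffer; luminescence output.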
# * hit, by the source's call; ? = inconclusive. Potency is read from the fitted curve at half-maximal effect. This is a subset (hit frequency here may not be typical).
SMILES,FLuc counter
Cc1cccc(C(=O)Nc2cccc(C(=O)OCc3cc(=O)n4ccsc4n3)c2)c1,-7%
CCC(C)NC(=O)C1=CC(c2ccc3c(c2)OCO3)=NS(=O)(=O)N1C (centres undefined),3%
O=C(NCc1ccccc1)c1ccc(NC(=O)N2CCSc3ncccc32)cc1,-5%
Nc1cc(=O)nc(SCC(=O)Nc2ccc(F)cc2)n1-c1ccc(Cl)cc1,-3%
CCc1cccc(C)c1NC(=O)COCc1cc(-c2ccc3c(c2)OCO3)on1,-19%
CCN1CCC(N(Cc2ccc3c(c2)OCO3)C(=O)Nc2ccccc2OC)CC1,-1%
Oc1c(C(c2ccc(Cl)cc2Cl)N2CCOCC2)sc2nc(-c3ccco3)nn12 (centres undefined),?
CCCC(=O)NCC(c1ccc2c(c1)OCO2)N1CCOCC1 (centres undefined),0%
Cc1ccc(NC(=O)C(=O)NCC2(c3ccccc3)CCCC2)cc1Cl,-4%
O=C(NC1CCCCC1)c1ccc2c(c1)N(Cc1ccccc1)C(=O)c1ccccc1S2,-2%
CN(C)CCN(Cc1ccco1)C(=O)c1cc2c(s1)-c1ccccc1OC2,5%
CCOC(=O)c1c(C)oc2nc(C)nc(Nc3cc(C)cc(C)c3)c12,-2%
CCOC(=O)c1c(S(=O)(=O)N2CCCC(C(=O)NCc3cccc(C)c3)C2)c(C)n(C)c1C (centres undefined),-2%
CN1CCN(C(=O)C(=O)Nc2c3c(nn2-c2ccc(F)cc2)CSC3)CC1,5%
CCN(CC)CCCNC(=O)C(=O)Nc1ccc2nc3n(c(=O)c2c1)CCCCC3,-2%
COc1ccc(CCNC(=O)c2ccc3c(c2)N(Cc2ccc(Cl)cc2)C(=O)c2ccccc2S3)cc1OC,-7%
CCOC(=O)c1ccccc1NC1(c2ccc(OC)cc2)C(=O)c2ccccc2C1=O,4%
CCCC(CCC)C(=O)Nc1cccc(-c2nc3cccnc3s2)c1C,-10%
Cc1cc(C)cc(NC(=O)CSc2nnc(-c3cc4occc4n3C)n2-c2ccccc2C)c1,6%
N#C/C(=C\c1c(Oc2ccc(Br)cc2)nc2ccccn2c1=O)c1nc2ccccc2s1,-17%
CCOc1ccccc1CNc1ncnc2onc(-c3ccc(F)cc3)c12,-10%
Cc1ccc(NC(=O)CN2C(=O)COc3ccc(S(=O)(=O)N4CCCCC4)cc32)cc1N(C)C,1%
O=C(NCc1cccc(Br)c1)C1CCN(C(=O)c2sccc2-n2cccc2)CC1,4%
O=C(NC1CCCc2ccccc21)c1ccc2c(c1)sc1nc(-c3ccccc3)cn12 (centres undefined),-2%
COc1cc(C2CC(=O)Nc3c2c(C)nn3-c2nncc(-c3ccc(C)cc3)n2)cc(OC)c1OC (centres undefined),-1%
# New compounds follow
SMILES,FLuc counter
CCS(=O)(=O)N1CC(=O)N(c2cccc(Cl)c2C)C(C)(C(=O)NC2CCCCC2)C1 (centres undefined),2%
O=C(COc1ccc(F)cc1)Nc1nnc(S(=O)(=O)N2CCc3ccccc32)s1,-6%
CC(=O)Nc1cccc(Nc2nc3ccccc3n3c(C)nnc23)c1,?
CCCCCCc1cc2cc(-c3nnc(-c4ccc(C)cc4)o3)c(=O)oc2cc1O,?
Cc1c(C(=O)NCc2ccc(N(C)C)cc2)oc2c1-c1nn(Cc3cccc(Cl)c3)cc1CC2,-15%
Cc1ccc(Cl)cc1-n1ncc2c(N3CCC(C(N)=O)CC3)ncnc21,-3%
CCC(Sc1nncn2c1cc1oc(C)cc12)C(=O)Nc1ccc(F)cc1 (centres undefined),-1%
CC(=O)n1nc(-c2cccnc2)nc1NCc1ccc(F)cc1,0%
COc1cc(NC(=O)CN2CCN(CC(=O)Nc3ccc(F)cc3)CC2)cc(OC)c1,-5%
Cc1ccc(-c2nnc(SCC(=O)NCc3ccccc3)nc2-c2ccc(C)cc2)cc1,-10%
CCOC(=O)c1cc(-c2ccccc2)n(CC(=O)Nc2ccccc2OCC)c1C,-2%
O=C(NCc1ccc2c(c1)CCN2C(=O)c1ccccc1)c1ccco1,-15%
Cc1ccc(Cn2c(=O)n(-c3ccc(C)c(C)c3)c(=O)c3c(C)c(C)sc32)cc1,3%
Cn1c(=O)n(C/C=C/c2ccccc2)c(=O)c2c1nc1n2CCN1c1ccc(Cl)cc1,2%
Clc1ccc(-c2csc(-c3nc(-c4ccc(Br)s4)cs3)n2)cc1,0%
COc1ccc(C)cc1NS(=O)(=O)c1cc2c3c(c1)CC(=O)N3CCC2,6%
CC(C)c1ccc(NC(=O)CSC2=Nc3ccccc3C3=NC(CC(=O)NCc4ccc(F)cc4)C(=O)N23)cc1 (centres undefined),-10%
COc1ccc(NC(=O)c2sc3nc(-c4cc5cccc(OC)c5oc4=O)[nH]c(=O)c3c2C)cc1,?
CN(C)C(=O)c1ccc(NC(=O)Cn2nnnc2-c2ccccc2F)cc1,4%
CSc1cccc(NC(=O)CN(C)S(=O)(=O)c2ccc3c(c2)n(C)c(=O)c(=O)n3C)c1,-2%
O=C(NCC(c1ccccc1)c1ccccc1)c1nn(-c2ccccc2Cl)nc1CO,-2%
CCc1cccc(NC(=O)CC2Oc3ccc(C)cc3NC2=O)c1 (centres undefined),-3%
CCc1c(C)c2ccc(O)c(CN3CCN(c4ccccc4)CC3)c2oc1=O,?
COc1cccc(C(=O)NCc2cn3ccccc3n2)c1,-10%
Cc1ccc(-c2cn3c(n2)sc2cc(C(=O)NC4CCCCCC4)ccc23)cc1,-9%

# Shown as tab-separated lines: part of the list above.
SMILES	FLuc counter
Cc1cc(C)cc(NC(=O)CSc2nnc(-c3cc4occc4n3C)n2-c2ccccc2C)c1	6%
Cc1ccc(-c2cn3c(n2)sc2cc(C(=O)NC4CCCCCC4)ccc23)cc1	-9%
CN(C)C(=O)c1ccc(NC(=O)Cn2nnnc2-c2ccccc2F)cc1	4%
COc1cccc(C(=O)NCc2cn3ccccc3n2)c1	-10%
CCCCCCc1cc2cc(-c3nnc(-c4ccc(C)cc4)o3)c(=O)oc2cc1O	?
Cn1c(=O)n(C/C=C/c2ccccc2)c(=O)c2c1nc1n2CCN1c1ccc(Cl)cc1	2%
CC(=O)n1nc(-c2cccnc2)nc1NCc1ccc(F)cc1	0%

# Among those listed so far, these have two or more sulfur atoms.
SMILES,FLuc counter
O=C(COc1ccc(F)cc1)Nc1nnc(S(=O)(=O)N2CCc3ccccc32)s1,-6%
Clc1ccc(-c2csc(-c3nc(-c4ccc(Br)s4)cs3)n2)cc1,0%
CSc1cccc(NC(=O)CN(C)S(=O)(=O)c2ccc3c(c2)n(C)c(=O)c(=O)n3C)c1,-2%

# 4 entries from above, with each value named.
Cc1c(C(=O)NCc2ccc(N(C)C)cc2)oc2c1-c1nn(Cc3cccc(Cl)c3)cc1CC2
  FLuc counter: -15%

Cc1ccc(Cl)cc1-n1ncc2c(N3CCC(C(N)=O)CC3)ncnc21
  FLuc counter: -3%

CCC(Sc1nncn2c1cc1oc(C)cc12)C(=O)Nc1ccc(F)cc1 (centres undefined)
  FLuc counter: -1%

CC(=O)n1nc(-c2cccnc2)nc1NCc1ccc(F)cc1
  FLuc counter: 0%

# Next section:
SMILES,FLuc counter
CCC(=O)N1CCc2cc(Br)cc(S(=O)(=O)CCC(=O)NCc3ccc(C)cc3)c21,-14%
CCOc1ccc(CNC(=O)C2CCCN(c3nc4c(C)cc(C)cc4s3)C2)cc1 (centres undefined),-1%
CCN(CC)S(=O)(=O)c1nnc(NC(=O)c2ccccc2Cl)s1,-3%
Cc1ccc(C)c(NC(=O)CSc2c3c(nc4ccc(Cl)cc24)CCCC3)c1,4%
Cc1ccc(-n2c(SCc3ccccc3C)nc3[nH]ncc3c2=O)cc1C,-1%
Cc1ccc(C)c(-n2c(CCC(=O)O)ccc2-c2ccc(Cl)cc2)c1,?
Cc1ccc(C)c(NC(=O)c2cc(S(=O)(=O)N3CCCCCC3)ccc2F)c1,3%
Cc1ccc(S(=O)(=O)N2CCCc3cc(NS(=O)(=O)c4ccc(F)c(C)c4)ccc32)cc1,-9%
Cc1cccc(C(=O)Nc2ccc(C(=O)OCc3cc(=O)n4c5c(sc4n3)CCCC5)cc2)c1,-7%
CC(=O)N1CCCc2cc(S(=O)(=O)N3CCC(C(=O)NCc4ccccc4)CC3)ccc21,-2%
CCOc1ccc(C(=O)Nc2ccc3oc(-c4cccnc4)nc3c2)cc1,2%
Cc1ccc(Nc2c(-c3ccc(N4CCOCC4)cc3)nc3c(C)cccn23)cc1,-15%
CCN(CC)CCCNC(=O)C1CCN(S(=O)(=O)CC)CC1,-2%
CCc1cc2c(cc3c(=O)n(CC(=O)NC(C)c4ccccc4)ncn32)s1 (centres undefined),-2%
CC(=O)c1ccc(NC(=O)CC2Oc3ccc(C)cc3NC2=O)cc1 (centres undefined),0%
Cc1ccc(-n2c(SCC(=O)Nc3c(C)cccc3C)nc(O)c(C)c2=O)cc1,3%
Cc1ccccc1NC(=O)CSc1cn(CC(=O)N2CCCCCC2)c2ccccc12,5%
CCS(=O)(=O)c1nc(S(=O)(=O)c2ccc(Cl)cc2)c(NCc2ccccc2Cl)s1,-5%
COc1cn(CC(=O)Nc2c(C)cc(C)cc2C)c(CN2CCCCC2)cc1=O,2%
Cc1ccc(NC(=O)Cn2c(=O)n(Cc3ccco3)c(=O)c3oc4ccccc4c32)cc1C,8%
COc1ccc(CC(=O)NCCc2csc(-c3cccc(C)c3)n2)cc1,-16%
COc1ccc(OC)c(CNC(=O)C2CCN(S(=O)(=O)c3cn(C)cn3)CC2)c1,3%
CC(=O)c1ccc(NC(=O)COCc2cc(-c3ccc(F)cc3)on2)cc1,0%
O=C(NC1CC(=O)N(c2cccc(F)c2)C1)C1CC1 (centres undefined),-1%
O=C(NCC(c1cccnc1)N1CCc2ccccc21)c1cccc(Br)c1 (centres undefined),-11%
# Next section.
SMILES,FLuc counter
Cc1ccc(S(=O)(=O)NCc2nc3nc(C)cc(C)n3n2)cc1,1%
O=C(Cn1c(-c2cccs2)cc2ccccc21)N1CCN(c2ccc(Cl)cc2)CC1,-2%
COc1cc(NC(=O)COCc2cc(-c3ccc4c(c3)OCO4)on2)cc(OC)c1,?
COc1ccccc1N1CCN(C(=O)Cn2c(=O)n3nc(-c4ccc(C)cc4)nc3c3ccccc32)CC1,-1%
COc1cccc(N2CC(NC(=O)C3CCCCC3)CC2=O)c1 (centres undefined),-1%
COc1ccc(/C=C/C(=O)Nc2nc(-c3cccs3)ns2)cc1OC,-2%
CCCS(=O)(=O)c1ncc(Cl)c(C(=O)N2CCN(c3ccc(OC)cc3)CC2)n1,4%
CCOc1ccc(Nc2nc3c(S(=O)(=O)c4ccc(C(C)C)cc4)nnn3c3ccsc23)cc1,0%
CCOC(=O)N1CCN(C(=O)c2cnn(-c3cccc(F)c3)c2-n2cccc2)CC1,4%
CC1=C(C(=O)Nc2cccc(C)c2C)C2(CCCCC2)OC1=O,-2%
Cc1cc(C)n2c(Nc3ccc(C(C)C)cc3)c(-c3ccsc3)nc2n1,11µM*
Cc1nc(-c2cccc(F)c2)sc1CCNC(=O)C(=O)Nc1ccc2c(c1)OCCO2,-8%
COc1ccc(N2CCN(CCCNC(=O)c3cc(Nc4ccccc4OC)nc4ccccc34)CC2)cc1,-15%
Cc1ccc2oc(=O)c3cnn(CC(=O)Nc4cccc(C(F)(F)F)c4)c3c2c1,1%
O=C(NCc1ccc2c(c1)CCN2C(=O)c1ccccc1)c1ccccc1,-5%
Cc1ccc(NC(=O)c2c(C)oc3ccc(O)c(CN4CCCCCC4)c23)cc1,-3%
COc1cc(-c2nnc(SCC(=O)NC(C)C)o2)cc(OC)c1OC,3%
Cc1ccc(CNC(=O)C(C(C)C)N2Cc3ccccc3C2=O)cc1 (centres undefined),-2%
COc1ccc(C)cc1NC(=O)COCc1cc(-c2cccs2)on1,?
Cc1ccc(C)c(NC(=O)CSc2nc(=O)n(CCN3CCOCC3)c3c2CCC3)c1,4%
CC(=O)c1ccc(Oc2ncnc3c2oc2ccccc23)cc1,5%
CC(=O)N1CCCc2cc(S(=O)(=O)N3CCC(C(=O)NC4CCC(C)CC4)CC3)ccc21 (centres undefined),2%
Nc1nnc(SCC(=O)Nc2ccccc2C(F)(F)F)s1,-1%
CCOC(=O)c1c(C)n(-c2ccccc2)c2ccc(OC(=O)COc3ccc(Cl)cc3)cc12,0%
CCOC(=O)CN(Cc1ccccc1)C(C(=O)NC1CCCCC1)c1ccccc1 (centres undefined),-7%
# Additional entries.
SMILES,FLuc counter
CC(=O)NCC(c1ccc2c(c1)OCO2)N1CCN(c2ccccc2)CC1 (centres undefined),-2%
COc1ccc(-c2cn3c(n2)sc2cc(C(=O)Nc4ccc(C)c(C)c4)ccc23)cc1,-3%
CCc1ccc(CNC(=O)C2CCCN(c3nn4cc(-c5ccc(F)cc5)nc4s3)C2)cc1 (centres undefined),?
O=C(Nc1ccc(O)c(-c2nc3ccccc3o2)c1)c1sc2ccccc2c1Cl,-11%
CCCc1nn2c(=O)cc(COC(=O)c3ccc(NC(=O)C4CCCCC4)cc3)nc2s1,0%
Cc1ccc2[nH]c3c(=O)n(CC(=O)N(C)Cc4ccccc4)ncc3c2c1,-1%
O=C(CC1N=C2c3ccccc3N=C(SCc3cccc(Cl)c3)N2C1=O)NCc1ccc2c(c1)OCO2 (centres undefined),-10%
Cc1ccc(NC(=O)Cn2ncn3c(cc4ccccc43)c2=O)cc1C,-9%
COc1cccc(C(=O)N2c3ncnn3C3(CCCCC3)[C@@H]3CCCC[C@@H]32)c1,1%
CCOC(=O)c1c(C)oc2nc(C)nc(N(C)Cc3ccccc3)c12,-14%
COc1ccc(C(=O)Nc2ccc(C(=O)OCc3cc(=O)n4nc(C5CC5)sc4n3)cc2)cc1,1%
